Compound activity: PubChem BioAssay, Emory University Molecular Libraries Screening Center
14-3-3g Raf: 14-3-3 gamma protein interaction modulation; P61981; FP, 14-3-3gamma / TMR-pS259-Raf peptide binding; 0.19% of 160,000 active; inhibition, % at 40 µM; in the data active means inhibition above about 30%;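 further: 0% = protein plus tracer without compound and 100% = blank with tracer alone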
Target sequence (P61981 whole entry, looked up): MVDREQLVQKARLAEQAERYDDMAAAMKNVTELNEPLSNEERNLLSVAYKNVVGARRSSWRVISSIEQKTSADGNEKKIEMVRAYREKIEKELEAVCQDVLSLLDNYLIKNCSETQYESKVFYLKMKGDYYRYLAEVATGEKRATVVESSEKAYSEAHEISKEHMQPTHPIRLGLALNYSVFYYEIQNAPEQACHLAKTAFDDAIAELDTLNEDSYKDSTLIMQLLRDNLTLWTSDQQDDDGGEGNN
* = called active by the depositor; & = joins results of further samples. Some of the compounds tested (hit frequency here may not be typical).

14-3-3g Raf | molecule
-10.6 | COc1ccc(Br)c(C(=O)Nc2cc(C(=O)Nc3cc(Cl)ccc3C)ccc2N2CC3CC(C2)c2cccc(=O)n2C3)c1 (configuration not stated)
-126.8 | COc1ccc(-c2nc3ccc(Br)cc3c(=O)o2)cc1OC
-0.2 | Cc1cccc(-n2ccnc2SCC(=O)Nc2ccc(C)c(Cl)c2)c1
-0.5 | Cc1ccccc1CN1C(=O)C(C(C)C(=O)NCc2ccc(Cl)cc2)Sc2ccccc21 (configuration not stated)
-4.0 | CCCOC(=O)C1=C(C)NC2=C(C(=O)CC(c3cccs3)C2)C1c1cccc(O)c1 (configuration not stated)
-53.2 | O=C(Nc1ccc(-c2nc3cc(Cl)ccc3o2)cc1)c1ccc([N+](=O)[O-])cc1
3.9 | COC(=O)c1nnc(N2CCN(C)CC2)c2ccccc12
-11.7 | C=CCOC(=O)C1=C(C)NC(SCC(=O)NC(=O)OCC)=C(C#N)C1c1cccnc1 (configuration not stated)
-7.2 | O=C(CCS(=O)(=O)Cc1ccccc1)NCc1ccco1
-21.9 | COC(=O)c1sc(N2C(=O)C(=O)/C(=C(/O)c3ccc(Cl)cc3)C2c2ccc(OC)cc2)nc1C (configuration not stated)
-5.5 | O=C(Nc1ccc(NC(=O)c2cc([N+](=O)[O-])ccc2Cl)cc1Br)c1ccccc1
-8.2 | Cc1ccc(CSC2=NCCN2C(=O)c2ccc(C)cc2)cc1
-23.8 | CCOC(=O)C1=C(C)NC(=O)NC1c1cn(-c2ccccc2)nc1-c1ccc(OC)c(Br)c1 (configuration not stated)
-6.5&4.2 | COc1cccc(NC(=O)C2CC(=O)N=C(N)S2)c1 (configuration not stated)
-7.2 | CCn1c(C(O)(c2ccccc2)c2nc3ccccc3n2CC)nc2ccccc21
2.5 | O=C(Oc1cccc(N2C(=O)CCC2=O)c1)C1CC(=O)N(c2ccc(Br)cc2)C1 (configuration not stated)
8.9 | CCCCOC(C)n1cc(Br)c(=O)[nH]c1=O (configuration not stated)
-3.6 | CCc1ccc(Nc2cc(C)nc3nc(C)nn23)cc1
-5.5 | CC(C)c1ccc(NC(=O)C(C)N(c2ccccc2)S(C)(=O)=O)cc1 (configuration not stated)
-6.2 | COC(=O)c1ccc(C2/C(=C(\O)c3ccc(Cl)cc3)C(=O)C(=O)N2CCO)cc1 (configuration not stated)
-6.0 | O=C1CCCCCN1CO
-0.2 | CCOc1ccccc1N1C(=O)CN(Cc2ccc(OC)c(OC)c2)C1=S
1.4 | CCn1cc(C(=O)Nc2ccccc2C(=O)OC)c2cc(OC)c(OC)cc2c1=O
-15.0&-1.2 | Cn1c(=O)oc2cc(S(=O)(=O)N3CCN(c4cccc(Cl)c4)CC3)ccc21
-4.3 | O=C(CNC(=O)c1ccco1)OC(C(=O)c1ccccc1)c1ccccc1 (configuration not stated)
-4.9 | O=S1(=O)N=C(N2CCc3ccccc3C2)c2ccccc21
0.3 | Cn1c(=O)c2c(nc(N(CCO)CCO)n2Cc2ccccc2)n(C)c1=O
-4.3 | COc1cccc(-n2c(=O)c3c(C)c(C)sc3n(CC(=O)NC3CCCCC3)c2=O)c1
-10.7 | CCCOc1ccc(Cn2c(O)cc(=O)[nH]c2=O)cc1
-3.5 | O=c1c2c3c(sc2nc2sc(C4CC4)nn12)CCCC3
6.5 | CSc1ccc(C2C(C(=O)OCCOc3ccccc3)=C(C)NC3=C2C(=O)CCC3)cc1 (configuration not stated)
-4.8 | O=C(CSc1nc2ccccc2s1)Nc1ccc2ccccc2c1
3.0 | CCOc1ccc2ccccc2c1C(=O)Nc1c2c(nn1-c1cccc(Cl)c1)CS(=O)C2 (configuration not stated)
-0.4 | COCCN1C(=O)c2ccccc2C(C(=O)NCc2ccccn2)C1c1c[nH]c2ccccc12 (configuration not stated)
-5.8 | COCCCNC(=O)C1CC(=O)N(C2CCCC2)C1 (configuration not stated)
-14.9 | Cc1cc2[nH]c(=S)[nH]c2cc1C
-5.8 | O=C(COc1ccc(-n2cnnn2)cc1)N1CCN(c2ccc(F)cc2)CC1
-35.2 | COC(=O)c1ccc2c(=O)[nH]c3c(C(=O)NCc4ccc5c(c4)OCO5)sc(=S)n3c2c1
-5.2 | COc1ccc(NC(=O)c2sc3cc(C)ccc3c2Cl)c([N+](=O)[O-])c1
-0.3 | COc1ccc(S(=O)(=O)N2CCCN(S(=O)(=O)c3ccc(OC)c(OC)c3)CC2)cc1OC
-2.7 | CCCC(=O)Nc1nc(C(=O)OCC)cs1
-42.2 | COc1cc(OC)c(-c2nc(-c3ccccc3)c(-c3cccs3)[nH]2)cc1OC
-7.4 | CC(C)CCOCC(=O)Nc1cccc(C(=O)O)c1
-11.3 | COc1ccc(C2C=C(c3ccccc3)Nc3nc(CCCO)nn32)cc1 (configuration not stated)
-2.0 | Cc1cc(Br)ccc1NC(=O)C1CCCN(S(=O)(=O)c2cccc3nsnc23)C1 (configuration not stated)
1.8 | COc1cccc(NC(=O)C2C3CC4OC(=O)C2C4C3)c1 (configuration not stated)
-117.0 | CCc1ccc(NS(=O)(=O)c2ccc(N3C(=O)c4cc([N+](=O)[O-])cc5cc([N+](=O)[O-])cc(c45)C3=O)cc2)cc1
0.2 | Cc1ccc(S(=O)(=O)NC2=NCN(C)CN2)cc1[N+](=O)[O-]

Four entries from above in another layout.
> O=C(COc1ccc(-n2cnnn2)cc1)N1CCN(c2ccc(F)cc2)CC1
- 14-3-3g Raf: -5.8
> COc1ccc(C2C=C(c3ccccc3)Nc3nc(CCCO)nn32)cc1 (configuration not stated)
- 14-3-3g Raf: -11.3
> Cc1cc(Br)ccc1NC(=O)C1CCCN(S(=O)(=O)c2cccc3nsnc23)C1 (configuration not stated)
- 14-3-3g Raf: -2.0
> Cc1ccc(S(=O)(=O)NC2=NCN(C)CN2)cc1[N+](=O)[O-]
- 14-3-3g Raf: 0.2

(list continues)
14-3-3g Raf | molecule
5.1 | COC(=O)c1cc(NC(=O)CC2SCCNC2=O)cc(C(=O)OC)c1 (configuration not stated)
3.5 | Cc1ccc(CS(=O)(=O)Cc2ccc(C(=O)NCc3ccco3)o2)cc1
-4.8 | Cc1cc(C(=O)COC(=O)c2n[nH]c3ccccc23)c(C)n1C
-0.7 | CC1CC(C)CN(C(=O)CSc2nnc(-c3ccccc3)o2)C1 (configuration not stated)
-10.8 | CN(C)c1ccc(C2Nc3cc(C(C)(C)C)cc(C(C)(C)C)c3O2)cc1 (configuration not stated)
-3.9 | COc1cccc(-c2nnc(SCC(=O)N(C(C)C)C(C)C)o2)c1
1.6 | CCOC(=O)Cn1c(SC)nc2sc3c(c2c1=O)CC(C)(C)OC3
2.1 | O=C1CC(c2ccccc2C(F)(F)F)c2ccccc2N1 (configuration not stated)
2.5 | O=C(CCN1CCc2ccccc2C1)Nc1cccc(F)c1
2.5 | FC(F)(F)c1cnc2c(c1)Nc1ccccc1S2
-8.4 | C(=N\n1cnnc1)/c1cccc(Oc2ccccc2)c1
-4.8 | CCc1cc2cc(C)cc(C)c2nc1SCC(=O)N1CCN(C(=O)c2ccco2)CC1
-5.3 | COc1cc(C(=O)Nc2ccc(NC(=O)C(C)C)nc2)cc(OC)c1OC
-1.2 | CC(C)(C)NCCCCOc1ccccc1F
-5.8 | c1ccc2c(CN3CCN(C4C5CC6CC(C5)CC4C6)CC3)c[nH]c2c1 (configuration not stated)
-1.1 | COCCNC(=O)C1CC(=O)N(CCc2ccccc2)C1 (configuration not stated)
-5.5 | CCCOC(=O)Nc1cc(OC)c(Cl)cc1OC
-0.4 | CCC(CO)NCCNC(CC)CO (configuration not stated)
-0.5 | Cc1nnc(NC(=O)C2(c3ccccc3)CCOCC2)s1
-4.8 | O=S(=O)(c1cccc(-c2nnc(-c3ccccc3)o2)c1)N1CCOCC1
-83.2 | CSc1cccc(NC(=O)CN2C(=O)c3ccccc3Sc3ccc(C(=O)N4CCCC4)cc32)c1
1.9 | CC(CCc1ccc(O)cc1)NCCc1ccc(O)c(O)c1 (configuration not stated)
-4.7 | O=C(Cn1cnc2ccccc2c1=O)NCCC(=O)N1CCOCC1
-11.2 | CCOc1cccc2c1OC1(C)CC2NC(=O)N1c1cccc(C(=O)NCc2ccccn2)c1 (configuration not stated)
-5.5 | c1cc2[nH]snc2c2nc(C3CC3)nc12
-2.1&-0.8 | Cc1ccc2c(c1)N(CC(=O)NC1CCCCC1C)C(=O)CO2 (configuration not stated)
-1.9 | CCOc1ccc(NC2=C(Cl)C(=O)N(c3ccccc3Cl)C2=O)cc1
-32.5 | COc1ccc(OC)c(S(=O)(=O)NCCc2cn3ccsc3n2)c1
-26.0 | O=C(COC(=O)C1=COCCO1)Nc1ncc(C(F)(F)F)cc1Cl
1.2 | O=C(Cc1c(C(=O)O)[nH]c2ccc(Cl)cc12)Nc1cccc(Cl)c1
-8.7 | Cc1ccc(N2C(=O)C3CC=CC(C)C3C2=O)cc1F (configuration not stated)
-187.5 | COC(=O)c1cc(NC(=O)Cc2cccs2)cc(C(=O)OC)c1
-4.9 | CC(=NS(=O)(=O)c1ccc(C)cc1)N1CCN(S(=O)(=O)c2ccccc2)C1c1ccc(N(C)C)cc1 (configuration not stated)
8.3 | COc1ccc(NC(=O)c2cc([N+](=O)[O-])ccc2Br)cc1OC
-4.0 | COC(=O)NC1(C(F)(F)F)NC(=O)N(C2CCCCC2)C1=O (configuration not stated)
1.2 | Oc1c(C(c2ccccc2)N2CCc3ccccc3C2)sc2ncnn12 (configuration not stated)
-0.9 | Cc1[nH]nc(-c2ccc(OC(C)C)cc2O)c1Oc1ccccc1
6.4 | COc1cccc(N(CC(=O)N2CCC(C)CC2)S(=O)(=O)c2ccc(C)cc2)c1
-14.3 | CN(Cc1ccccc1)S(=O)(=O)c1ccc(C(=O)Nc2nnc(-c3ccc(Cl)s3)o2)cc1
-2.8 | O=C(Cc1ccc(-n2c(=S)[nH]c3ccccc3c2=O)cc1)NC1CCCC1
-20.8 | O=C(CCCn1cnc([N+](=O)[O-])n1)Nc1cccc2ccccc12
-2.1 | O=C(Nc1cccc(Cl)c1)c1ccccc1Br
-18.6 | O=S(=O)(c1ccc(Br)cc1)N1CCSC1c1ccc2c3c(cccc13)CC2 (configuration not stated)
-6.5 | COc1ccc2c(c1)c(C(=O)CNc1nccs1)c(C)n2C
9.8 | CC(C)(C)c1ccc(C(=O)Nc2ccc(-c3nc4ncccc4o3)cc2)cc1
0.2 | CCOC(=O)c1ccc(NS(=O)(=O)CC)cc1
-4.1 | O=C(COc1ccc(C(F)(F)F)cc1[N+](=O)[O-])Nc1cccc(C(F)(F)F)c1
-8.2 | Cc1cc(C(=O)CN2C(=O)c3ccccc3S2(=O)=O)c(C)n1-c1ccccc1
9.6 | O=c1[nH]cnc2c1cnn2Cc1ccccc1
-6.8 | NC(=O)Cn1c2ccccc2c2nc3ccccc3nc21
4.1 | CC1=CCC2C(=O)N(c3ccccn3)C(=O)C2C1 (configuration not stated)
-3.8 | CCN(C(=O)c1nn(-c2ccc(C)cc2)c(=O)c2c1c1ccccc1n2C)c1ccccc1F
-0.6 | Cc1ccc(S(=O)(=O)N(C)CC(=O)Nc2ccc(S(N)(=O)=O)cc2)cc1
-8.6 | CCC(=O)N1CCc2cc(Br)cc(S(=O)(=O)Nc3c(C)cc(C)cc3C)c21
-4.7 | O=C(CCn1nnc(-c2cccs2)n1)NC1CCCCC1
-35.9 | CCc1ccc(S(=O)(=O)N=C2C=C(Nc3ccccc3OC)C(=O)c3ccccc32)cc1
-6.9 | CCCCOc1ccc(C(O)(CCC)CCN2CCOCC2)cc1 (configuration not stated)
3.3 | CCOc1ccc(-n2c(=O)c3c(C)c(C)sc3n(CC(=O)NCCc3ccccc3)c2=O)cc1
2.9&-17.1 | Cc1ccc2[nH]c3c(N4CCOCC4)ncnc3c2c1
-2.7 | CC(=O)c1cc(F)c(N2CCOCC2)cc1C

Of the compounds above, these have a COOH group:
14-3-3g Raf | molecule
-7.4 | CC(C)CCOCC(=O)Nc1cccc(C(=O)O)c1
1.2 | O=C(Cc1c(C(=O)O)[nH]c2ccc(Cl)cc12)Nc1cccc(Cl)c1

Arranged by heavy-atom count (ascending): part of the list above.
14-3-3g Raf | molecule
3.9 | COC(=O)c1nnc(N2CCN(C)CC2)c2ccccc12
-6.5 | COc1ccc2c(c1)c(C(=O)CNc1nccs1)c(C)n2C
-20.8 | O=C(CCCn1cnc([N+](=O)[O-])n1)Nc1cccc2ccccc12
-1.9 | CCOc1ccc(NC2=C(Cl)C(=O)N(c3ccccc3Cl)C2=O)cc1
-53.2 | O=C(Nc1ccc(-c2nc3cc(Cl)ccc3o2)cc1)c1ccc([N+](=O)[O-])cc1
-0.5 | Cc1ccccc1CN1C(=O)C(C(C)C(=O)NCc2ccc(Cl)cc2)Sc2ccccc21 (configuration not stated)
-0.4 | COCCN1C(=O)c2ccccc2C(C(=O)NCc2ccccn2)C1c1c[nH]c2ccccc12 (configuration not stated)

More compounds
14-3-3g Raf | molecule
-3.6 | O=c1[nH]c2ccc(S(=O)(=O)NCc3ccco3)cc2s1
-3.6&-5.5 | C=C(C)Cn1c(SCCCO)nc2c1c(=O)[nH]c(=O)n2C
2.1 | O=C(Nc1cccc2c1C(=O)c1ccccc1C2=O)c1ccccc1O
-2.0 | O=[N+]([O-])c1cc(-c2ccc(C=Nc3ccccc3F)o2)ccc1Cl
-6.6 | Cc1c(C(=O)NCc2ccccc2)oc2ccc(S(=O)(=O)N3CCC(C)CC3)cc12
-11.9 | O=[N+]([O-])c1ccc(-c2ccc(C(=S)N3CCCCC3)o2)cc1
-6.5 | COc1ccc(C(NC(=O)Cc2ccccc2)c2ccc3cccnc3c2O)cc1OC (configuration not stated)
2.8 | CCn1c(C)[n+](CC)c2ccc(S(=O)(=O)NC)cc21
0.7 | CCC(Sc1ncccc1C(=O)O)C(=O)N1CCCC1 (configuration not stated)
7.2 | Cc1c(CC(C)C)c(=O)oc2cc(OCc3ccccc3)ccc12
-1.2 | COCCCn1c(-c2ccc(C(C)(C)C)cc2)n[nH]c1=S
-26.2 | CCc1ccc(OCCNc2cc(N3CCCCC3)ccc2[N+](=O)[O-])cc1
1.6 | CCN(CCCNC(=O)C1CCN(S(=O)(=O)CC)CC1)c1cccc(C)c1
1.2 | CCc1ccc(NC(=O)N(CCCOC(C)C)C2CCN(C(C)=O)CC2)cc1
-20.1 | CCCn1c2ccccc2c2nnc(SCC(=O)c3ccccc3)nc21
